PLC-gamma1 inh: inhibitors of human phospholipase C gamma1; purified PLC-gamma1, fluorogenic substrate, fluorescence; AID 720700; P19174; inhibition, % at 12.2 µM; 370,000 compounds, 0.84% hits; in the data active means inhibition above about 9.5%
LEDGF integ inh: blocks HIV-1 LEDGF/p75-dependent DNA integration; TR-FRET IN-LEDGF/p75 DNA integration, Eu/Cy5; inhibition, % at 3.7 µM; 370,000 compounds, 0.64% hits; AID 743269;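 active means inhibition above the screen-wide mean plus 3 SD, cut at about 13% in these data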;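 further: signal is the Cy5 over europium emission ratio at 671 and 618 nm; 0% = plate median of compound wells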
ASAP1 inh: ASAP1 ArfGAP inhibition | inhibition, % at 16.5 µM | 360,000 compounds, 0.19% hits | AID 624377 | ASAP1-stimulated ARF1 GTP hydrolysis, GDP FP detection; in the data active means inhibition above about 25%;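 further: 0% = vehicle with enzyme and substrate and 100% = no enzyme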
ARFGAP1 inh: rat ARFGAP1 inhibition; Q62848; Arfgap1-stimulated ARF1 GTP hydrolysis, GDP FP detection; inhibition, % at 16.5 µM; 360,000 compounds, 0.26% hits; AID 651572;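 active means inhibition above a per-plate limit, mean inhibition of low control wells plus 3 SD, cut at about 25% in these data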;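 further: 0% = DMSO wells with enzyme and 100% = wells lacking Arfgap1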
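Material: rat Arfgap1 GAP domain (His6, aa 1-136), purified enzyme. Also added: human ARF1(Δ1-17)-GTP substrate. Compound dosing: 16.5 µM single point, 1.26% DMSO. Timing: enzyme reaction 120 min at 25 °C after 20 min preincubation. Signal: GDP detection by fluorescence polarization. Read-out basis: percent inhibition of GAP-stimulated GDP formation, scaled between DMSO and no-Arfgap1 medians.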
TDP2 absorb: TDP2 (human) inhibition, absorbance primary screen. inhibition, % at 12.8 µM. 370,000 compounds, 0.34% hits. recombinant TDP2, T5PNP hydrolysis, p-nitrophenol absorbance 415 nm. O95551;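 active means inhibition above the mean of all tested compounds plus 3 SD, set per campaign, cut at about 25% in these data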;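 further: 0% = DMSO with enzyme and 100% = buffer with substrate but no TDP2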
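Material: recombinant human TDP2; quantity: TDP2 enzyme at 120 nM final; medium: Tris-HCl pH 7.5 with MgCl2; compound: single concentration, 12.8 µM nominal, with 1% DMSO; incubation: 2 h enzyme incubation at 37 °C; signal: epi absorbance; measure: percent inhibition; benchmarks: high control without enzyme, low control DMSO plus TDP2; repeats: singlicate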
Tn6 DDE FP: DD(E)-Tn6 binding inhibition, primary FP screen | inhibition, % at 8.3 µM | P02675 | Fibrin DD(E) TRITC-Tn6 fluorescence polarization displacement | 370,000 compounds, 0.21% hits;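 active means inhibition above a per-campaign cutoff: mean of compounds within control limits plus 3 SD, cut at about 15% in these data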;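 further: 0% = median of all compound wells on the plate and 100% = blocking peptide control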
proKLK7 act: activators of human kallikrein-7 zymogen; purified proKLK7, EDANS-DABCYL substrate fluorescence; 100% is mature enzyme control, 0% vehicle; activation, % at 7 µM; 370,000 compounds, 0.9% hits; AID 652039;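 active means activation above the mean of all tested compounds plus 3 SD, computed per campaign excluding outliers beyond control limits, cut at about 13% in these data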
Tn7 DDE FP: disrupts Tn7 cyclic peptide binding to fibrin D-Dimer-E complex. P02675. FP displacement of FITC-Tn7 peptide from fibrin DD(E); 0% = median of compound wells per plate. inhibition, % at 8.3 µM. 370,000 compounds, 0.13% hits. AID 720508;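 active means inhibition above the mean of compounds falling within the control limits plus 3 SD of them, cut at about 14% in these data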;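 further: 0% = plate median of compound wells and 100% = 10 µM Aha-Tn7 peptide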
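Assay system: Human clot-derived fibrin DD(E) complex | Buffer or medium: Tris/NaCl/CaCl2 buffer, pH 7.8 | Repeats: One replicate per compound | Benchmarks: Aha-Tn7 high control | Measure: % inhibition scaled between sample-field median and high-control FP | Schedule: 10 min plus 3 h, room temperature | Signal: Fluorescence polarization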
ADAM17 inh: inhibits human ADAM17; recombinant ADAM17, EDANS/DABCYL FRET peptide cleavage; AID 720648; inhibition, % at 6.95 µM; P78536; 370,000 compounds, 0.83% hits;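 active means inhibition above the mean of compounds lying between control limits plus 3 SD, set per campaign, cut at about 8.5% in these data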;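 further: 0% = DMSO-only wells as the low control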
ADAM10 inh: inhibits human ADAM10 | O14672 | recombinant ADAM10, EDANS/DABCYL FRET peptide cleavage, 3 h | inhibition, % at 7 µM | 370,000 compounds, 0.62% hits;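 active means inhibition above a per-campaign cutoff equal to the mean of compounds falling between control-based bounds plus 3 SD, cut at about 20% in these data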;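 further: 0% = DMSO wells while the 100% control is not disclosed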
Starred values were filed as active, the others as inactive.

PLC-gamma1 inh | LEDGF integ inh | ASAP1 inh | ARFGAP1 inh | TDP2 absorb | Tn6 DDE FP | proKLK7 act | Tn7 DDE FP | ADAM17 inh | ADAM10 inh | mol
-1.6 | -0.8 | -15.9 | 0.6 | 13.9 | 3.4 | 0.4 | -3.7 | -3.0 | -6.5 | CCN1CCN(C(=O)c2cc(COc3ccc(C(C)=O)cc3OC)on2)CC1
-4.4 | -3.0 | 10.5 | 8.0 | 9.8 | -3.7 | -0.1 | -5.4 | 0.3 | -1.4 | CN(C)c1ccc(C(O)P(=O)(OC2CCCCC2)OC2CCCCC2)cc1 (stereo unspecified)
0.3 | -4.5 | -5.3 | -0.1 | 6.7 | 2.4 | 0.4 | -2.9 | -4.7 | -8.6 | Cc1ccc(S(=O)(=O)N2CCC(=O)N([C@H](COCc3cccc(C)c3)C(C)C)CC2)cc1
-2.7 | 0.8 | 9.1 | 3.7 | 10.3 | -4.7 | -0.1 | 1.4 | -9.1 | -22.5 | Nc1ncc(Br)cc1S(=O)(=O)NCCC(=O)NCCc1ccccc1
-0.7 | 4.4 | 4.8 | 2.9 | 9.7 | -0.3 | 0.1 | 0.3 | 0.5 | 7.1 | N/C(=N\OC(=O)Cc1ccccc1[N+](=O)[O-])c1cccc(Br)c1
2.7 | 2.2 | -8.5 | 9.3 | 0.0 | -10.1 | 0.3 | -2.8 | 1.2 | 4.1 | CCNC(=S)/N=C(/Nc1ccc(OC)cc1)Nc1nc(C)cc(C)n1
-42.9 | -48.4 | -4.5 | 25.8* | -2.6 | -3.3 | -0.1 | 6.1 | 6.4 | 6.3 | O=C(NNC(=S)Nc1ccc(Cl)c(Cl)c1)c1ccccn1
2.3 | -0.4 | 1.3 | -10.6 | -1.6 | 0.8 | 0.3 | 0.9 | -0.4 | -3.0 | O=C(COC(=O)/C=C/c1ccco1)Nc1cccc([N+](=O)[O-])c1
-1.6 | -1.4 | 0.9 | 1.3 | 12.1 | -1.4 | 0.5 | -1.8 | 1.5 | -0.1 | CC(=O)Nc1ccc(NC(=O)COC(=O)c2c(C)nn(-c3ccccc3)c2C)cc1
-1.0 | -3.2 | -6.8 | -1.2 | -2.9 | 1.5 | 0.3 | 6.0 | -1.9 | 4.4 | CCn1cc(C(=O)O)c(=O)c2cnc(N3CCN(C(=S)Nc4ccccc4)CC3)nc21
10.5* | 1.8 | 10.6 | 11.6 | -1.0 | 4.1 | 0.8 | 7.5 | 1.5 | 2.5 | Cc1ccc(C)c(Cn2c(C(C)O)nc3ccccc32)c1 (stereo unspecified)
2.9 | -0.3 | -14.6 | 7.5 | 1.4 | -1.8 | -0.3 | -8.5 | -0.3 | -2.3 | O=[N+]([O-])c1ccc(NN=C2CC3CCC2C3)c([N+](=O)[O-])c1 (stereo unspecified)
0.4 | 5.6 | 2.1 | 1.3 | -0.5 | 9.7 | 0.6 | 1.7 | 1.2 | 0.9 | Cc1nc2sc(C(c3cccs3)N3CC(C)CC(C)C3)c(O)n2n1 (stereo unspecified)
-0.6 | -5.0 | -0.7 | 4.2 | -11.1 | 7.3 | 0.4 | 4.0 | -0.6 | 2.1 | O=S(=O)(NC(=S)c1ccccc1)c1ccc(Cl)cc1
1.5 | -2.3 | 11.7 | 15.3 | 1.4 | 13.9 | -0.4 | 0.0 | 1.4 | 2.9 | CCOCCCNCC(=O)NCC1CCCCC1
-2.2 | 4.1 | 4.0 | 9.2 | 3.2 | 3.3 | -0.1 | 1.1 | -2.8 | 1.4 | COC(=O)CC1COc2ccccc2N1C(=O)c1ccc(Br)cc1 (stereo unspecified)

Shown as a hit in ARFGAP1 inh, of those listed so far:
PLC-gamma1 inh | LEDGF integ inh | ASAP1 inh | ARFGAP1 inh | TDP2 absorb | Tn6 DDE FP | proKLK7 act | Tn7 DDE FP | ADAM17 inh | ADAM10 inh | mol
-42.9 | -48.4 | -4.5 | 25.8* | -2.6 | -3.3 | -0.1 | 6.1 | 6.4 | 6.3 | O=C(NNC(=S)Nc1ccc(Cl)c(Cl)c1)c1ccccn1

The listing continues:
PLC-gamma1 inh | LEDGF integ inh | ASAP1 inh | ARFGAP1 inh | TDP2 absorb | Tn6 DDE FP | proKLK7 act | Tn7 DDE FP | ADAM17 inh | ADAM10 inh | mol
0.9 | 0.4 | -7.7 | -7.3 | -1.4 | -7.3 | 0.1 | -1.5 | -1.0 | 4.4 | O=C(N/N=C/c1ccncc1)C1CC1C(=O)N/N=C/c1ccncc1 (stereo unspecified)
7.0 | 2.0 | 9.0 | -2.5 | -1.8 | -1.9 | 0.3 | -2.1 | 3.6 | 16.7 | O=C(CCCCCBr)N1CCC(CC2CC(c3cccc(Br)c3)=NO2)(C(=O)NCC2CCCCC2)CC1 (stereo unspecified)
-1.1 | 1.3 | -12.3 | 2.0 | 5.9 | -2.1 | -0.5 | -6.9 | -1.0 | -2.7 | O=C(CN1CSCC1=O)N1CCN(S(=O)(=O)c2ccc(Cl)cc2)CC1
-0.8 | 1.2 | 0.1 | -0.1 | 10.1 | -2.1 | -0.4 | 6.6 | 1.6 | 10.0 | O=C(OC(C(=O)O)C(OC(=O)c1ccccc1)C(=O)NCc1ccccc1)c1ccccc1 (stereo unspecified)
-4.9 | 11.1 | 3.0 | 9.1 | -6.0 | -7.2 | -0.6 | 3.5 | -1.9 | -8.4 | O=C(O)c1ccc(-n2nc(C(F)(F)F)c3c2-c2ccoc2CC3)cc1
2.9 | 1.9 | -11.2 | 2.7 | 0.8 | 1.2 | -0.3 | 2.8 | -0.9 | 10.4 | O=C(c1ccc(Cl)c(NC2=NC3CS(=O)(=O)CC3S2)c1)N1CCN(c2ccc(F)cc2)CC1 (stereo unspecified)
-4.2 | 1.2 | 7.6 | 2.6 | 2.2 | 4.5 | -1.0 | 2.3 | -8.4 | -20.6 | CC(=O)Nc1ccc(NC(=O)C2Cc3c(-c4ccc5c(c4)OCO5)ccnc3O2)cc1 (stereo unspecified)
-3.3 | -1.4 | -16.1 | -9.7 | -3.6 | -0.3 | -0.3 | 2.7 | 0.2 | -8.3 | COC(=O)C1CCN(C(=O)COC(=O)c2cccc(NS(=O)(=O)c3ccccc3)c2)CC1

Molecules above containing four or more nitrogen atoms, in the order listed:
PLC-gamma1 inh | LEDGF integ inh | ASAP1 inh | ARFGAP1 inh | TDP2 absorb | Tn6 DDE FP | proKLK7 act | Tn7 DDE FP | ADAM17 inh | ADAM10 inh | mol
-2.7 | 0.8 | 9.1 | 3.7 | 10.3 | -4.7 | -0.1 | 1.4 | -9.1 | -22.5 | Nc1ncc(Br)cc1S(=O)(=O)NCCC(=O)NCCc1ccccc1
2.7 | 2.2 | -8.5 | 9.3 | 0.0 | -10.1 | 0.3 | -2.8 | 1.2 | 4.1 | CCNC(=S)/N=C(/Nc1ccc(OC)cc1)Nc1nc(C)cc(C)n1
-42.9 | -48.4 | -4.5 | 25.8* | -2.6 | -3.3 | -0.1 | 6.1 | 6.4 | 6.3 | O=C(NNC(=S)Nc1ccc(Cl)c(Cl)c1)c1ccccn1
-1.6 | -1.4 | 0.9 | 1.3 | 12.1 | -1.4 | 0.5 | -1.8 | 1.5 | -0.1 | CC(=O)Nc1ccc(NC(=O)COC(=O)c2c(C)nn(-c3ccccc3)c2C)cc1
-1.0 | -3.2 | -6.8 | -1.2 | -2.9 | 1.5 | 0.3 | 6.0 | -1.9 | 4.4 | CCn1cc(C(=O)O)c(=O)c2cnc(N3CCN(C(=S)Nc4ccccc4)CC3)nc21
2.9 | -0.3 | -14.6 | 7.5 | 1.4 | -1.8 | -0.3 | -8.5 | -0.3 | -2.3 | O=[N+]([O-])c1ccc(NN=C2CC3CCC2C3)c([N+](=O)[O-])c1 (stereo unspecified)
0.4 | 5.6 | 2.1 | 1.3 | -0.5 | 9.7 | 0.6 | 1.7 | 1.2 | 0.9 | Cc1nc2sc(C(c3cccs3)N3CC(C)CC(C)C3)c(O)n2n1 (stereo unspecified)
0.9 | 0.4 | -7.7 | -7.3 | -1.4 | -7.3 | 0.1 | -1.5 | -1.0 | 4.4 | O=C(N/N=C/c1ccncc1)C1CC1C(=O)N/N=C/c1ccncc1 (stereo unspecified)
2.9 | 1.9 | -11.2 | 2.7 | 0.8 | 1.2 | -0.3 | 2.8 | -0.9 | 10.4 | O=C(c1ccc(Cl)c(NC2=NC3CS(=O)(=O)CC3S2)c1)N1CCN(c2ccc(F)cc2)CC1 (stereo unspecified)
